# LmPK inh = blocks Leishmania mexicana pyruvate kinase activity | Q27686 | purified LmPK, Kinase-Glo ATP luminescence, 1 h | Potency, µM (titrated, usually from 57.5 µM), inactives show at the top dose activity change, negative = inhibition, hits mostly inhibitors | 0.37% of 290,000 active | AID 1721; note: potency is the fitted concentration of half-maximal effect
# Target sequence (Q27686 whole entry, looked up): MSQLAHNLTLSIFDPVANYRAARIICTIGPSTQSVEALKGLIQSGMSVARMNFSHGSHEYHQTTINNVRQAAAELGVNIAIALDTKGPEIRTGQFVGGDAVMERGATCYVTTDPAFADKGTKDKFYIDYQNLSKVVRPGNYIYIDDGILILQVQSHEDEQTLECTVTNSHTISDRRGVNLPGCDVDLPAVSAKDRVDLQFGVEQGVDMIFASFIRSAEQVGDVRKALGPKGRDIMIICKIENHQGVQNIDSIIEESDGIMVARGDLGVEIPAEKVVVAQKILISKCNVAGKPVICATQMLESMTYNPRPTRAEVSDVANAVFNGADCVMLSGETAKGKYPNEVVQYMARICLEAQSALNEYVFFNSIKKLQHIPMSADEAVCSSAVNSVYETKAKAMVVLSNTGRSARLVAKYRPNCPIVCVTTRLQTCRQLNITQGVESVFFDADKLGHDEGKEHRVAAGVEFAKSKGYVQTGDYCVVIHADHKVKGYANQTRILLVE
#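 Kinase-Glo luminescence read after 1 h RT reaction of 0.1 nM LmPK with 0.5 mM PEP and 0.1 mM ADP. Activity scaled between uninhibited and enzyme-free controls.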
# HCV inhibitor = blocks hepatitis C virus; AID 651820; Potency, µM (top dose mostly 41.8 µM), for inactives: at the top dose activity change, negative = inhibition, actives largely listed as inhibitors; Huh7.5.1 HCVcc-Cre infection, luciferase reporter, 44 h; 3.4% of 340,000 active; note: potency is the fitted concentration of half-maximal effect
#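 Seed cells (1,000/well) for 4 h; treat with compound and infect with HCVcc-Cre, moi about 0.5. Incubate 44 h, then detect luciferase activity.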
# Tb PYK inh = inhibitors of Trypanosoma brucei pyruvate kinase; AID 624173; TbPYK enzyme, Kinase-Glo Plus ATP luminescence, 45 min; 0.12% of 410,000 active; Q57TT1; Potency, µM (top dose mostly 76.8 µM), for the others: at the top dose activity, negative = inhibition, usual class: inhibitors; note: potency is the fitted concentration of half-maximal effect; nearly all actives have a fitted effect of over 50% in size
#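 Quantitative HTS: titrated library compounds versus trypanosomal pyruvate kinase in TEA buffer (pH 7.2) containing KCl, MgCl2, BSA and Tween-20. Reactions were initiated with ADP, 130 uM final. Kinase-Glo Plus luminescence was read after 45 min at RT.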
# AmpC detergent = AmpC beta-lactamase inhibition with detergent present | P00811 | AmpC hydrolysis of nitrocefin, absorbance 480 nm, 0.01% Triton | Potency, µM (highest dose often 114 µM), without a hit: at the highest dose activity change, negative = inhibition, most hits filed as inhibitors | 0.041% of 370,000 active | AID 485294;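 note: potency is the fitted concentration of half-maximal effect; 0% = no-compound wells and -100% = no-enzyme wells; nearly all actives have a fitted effect of over 25% in size; some results filed as inactive show a strong effect at the top dose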
# Target sequence (P00811 whole entry, looked up): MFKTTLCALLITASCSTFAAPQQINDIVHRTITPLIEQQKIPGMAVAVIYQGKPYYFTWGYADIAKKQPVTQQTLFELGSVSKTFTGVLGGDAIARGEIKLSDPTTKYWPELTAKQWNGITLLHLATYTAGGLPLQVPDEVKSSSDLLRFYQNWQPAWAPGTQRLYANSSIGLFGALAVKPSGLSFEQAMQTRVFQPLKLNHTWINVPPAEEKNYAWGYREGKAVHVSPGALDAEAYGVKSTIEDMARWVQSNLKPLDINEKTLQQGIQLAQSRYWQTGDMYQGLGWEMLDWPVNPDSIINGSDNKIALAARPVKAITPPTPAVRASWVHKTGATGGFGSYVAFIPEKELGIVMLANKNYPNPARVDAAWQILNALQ
#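 AmpC (5.3 nM in the dispensed reagent) in 20 mM phosphate pH 7.0 with 0.01% (detergent screen) or 0.0001% Triton X-100 was preincubated with compounds for 15 min at room temperature. Nitrocefin was then added from an 800 uM solution, and hydrolysis was followed at 480 nm.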
# AmpC no deterg = blocks E. coli AmpC beta-lactamase in detergent-free assay; AmpC nitrocefin hydrolysis, absorbance 480 nm, 0.0001% Triton; AID 485341; P00811; Potency, µM (doses to about 57.1 µM), for the others: top-dose activity change, negative = inhibition, actives largely listed as inhibitors; 0.52% of 330,000 active;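 note: potency is the fitted concentration of half-maximal effect; plate controls were no compound for no effect and no enzyme for full effect; nearly all actives have a fitted effect of over 20% in size; some results filed as inactive show a strong effect at the top dose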
#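 20 mM phosphate pH 7.0 + 0.01% (detergent screen) or 0.0001% Triton X-100; 5.3 nM AmpC reagent; cpd preinc 15 min RT; nitrocefin (800 uM stock) to start; A480 q20 s × 4 min; Activity was normalised to no-enzyme and no-compound control wells.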
# AMA1-RON2 inh = inhibitors of Plasmodium falciparum AMA1-RON2 interaction. AlphaScreen AMA1-biotinylated RON2 peptide binding. Potency, µM (top dose mostly 58.2 µM), without a hit: at the top dose activity change, negative = inhibition, most hits filed as inhibitors. 0.2% of 360,000 active;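 note: potency is the fitted concentration of half-maximal effect; 0% = vehicle wells and -100% = peptide control; nearly all actives have a fitted effect of over 45% in size; some results filed as inactive show a strong effect at the top dose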
#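 AMA1 (3D7) with his tag at 25 nM final met compounds first, then biotinylated RON2 peptide at 25 nM; detection used donor plus acceptor beads, 10 µg/mL apiece, read by AlphaScreen after 30 min at room temperature.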
# HCMV antiviral = blocks human cytomegalovirus replication. activity change, negative = inhibition, % at 57.5 µM. 4.5% of 410,000 active. AID 1259415. HFF cells, HCMV-luciferase reporter, 72 h; hits give low values; in the data active = activity change below about -60%; inconclusive = no clear call, values can overlap the other calls; inactive = above about -39%
#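 Screen run at 2 compound doses on HFFs infected with reporter HCMV, MOI 1 PFU/cell. Luciferase activity from cell lysates at 72 h post infection gave inhibition relative to buffer-only and Salinomycin wells.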
# Numbers without * were called inactive; ? = inconclusive; / = not tested or not shown; & = joins results of further samples; [ ] = another dose, or the depositor's remark. Unless noted, calls come from the whole dose curve; as a rule, active = well fitted curve in the direction sought with a large enough effect; inconclusive = small, poorly fitted or top-dose-only effect, or another doubt; inactive = no such curve, though single readings can be large; an effect the other way counts as inactive or inconclusive. Unless noted, % is set by controls: 0 for no effect and ±100 for the full control effect.
cpd	Molecule	HCV inhibitor	AmpC no deterg	AmpC detergent	HCMV antiviral	Tb PYK inh	LmPK inh	AMA1-RON2 inh
1	CC(C)CN(CCNC(=O)c1cn(C)c2ccc(S(=O)(=O)N3CCCCCC3)cc2c1=O)CC(C)C	/	/	2%	-8	0%	/	/
2	COc1ccc([N+](=O)[O-])cc1NC(=O)C(C)OC(=O)CC1CCCC1 (stereo not drawn)	-28%	-13%	7%	-11	-1%	/	-1%
3	Cc1nn(Cc2ccccc2Cl)c(C)c1C(=O)Nc1nnc(C2CC2)s1	-13%	36%	2%	-90*	-7%	4%	39%
4	CC1CCCC(C)N1/N=C/c1ccc([N+](=O)[O-])cc1 (stereo not drawn)	-26%	-9%	1%	-32	-5%	0%	?
5	CC(=O)Oc1ccc(OC(C)=O)c(S(=O)(=O)c2ccc(C)c(C)c2)c1	4%	-13%	0%	-12	0%	3%	1%
6	O=C(Nc1ccccc1Cl)c1cc(C2CCCN(C(=O)c3ccccc3)C2)on1 (stereo not drawn)	/	/	/	-20	-5%	/	12%
7	CCn1c(=N)c(C(=O)NC2CCCCC2)cc2c(=O)n3cc(C)ccc3nc21	/	/	-2%	8	-1%	/	/
8	C[C@]12CC[C@@H]3c4ccc(OC(=O)c5ccccc5)cc4CC[C@H]3[C@@H]1CC[C@@H]2O	-6%	-12%	?	50	0%&-8%	3%	-2%
9	COc1ccc(CC(=O)N[C@@H](CCSC)c2nc3ccccc3[nH]2)cc1	?	-14%	8%	?	1%	11%	3%
10	CC1(C)CC(c2nc(-c3ccc([N+](=O)[O-])cc3)cs2)CCO1 (stereo not drawn)	?	17%	7%	-18	-2%	6%	?
11	O=C(CN1C(=O)NC2(CCCCC2)C1=O)NCCc1ccccc1	-9%	-7%	/	-35	0%	/	8%
12	CCC(Oc1ccccc1)C(=O)Nc1ncc([N+](=O)[O-])s1 (stereo not drawn)	5%	-29%	7%	-17	-2%	16%	-9%
13	Cc1cccc(NC(=S)N2CCN(Cc3ccc4c(c3)OCO4)CC2)c1C	?	33%	4%	2	14%	4%	0%
14	CC1CN(S(=O)(=O)c2cccc(-c3csc(-c4ccccc4)n3)c2)CC(C)O1 (stereo not drawn)	?	38%	0%	?	-11%	2%	-11%
15	CC(C)(C)c1ccc(C(=O)N/C(=C\c2cccc([N+](=O)[O-])c2)C(=O)Nc2cccc(C(=O)O)c2)cc1	-19%	25%	-2%	28	-6%	0%	-8%
16	CCOC(=O)N1CCN(CC(O)c2ccc3c(c2)CCN3)CC1 (stereo not drawn)	13%	71%[activator]	1%	6	-8%	3%	-13%
17	O=C(CN1C(=O)S/C(=C\C=C\c2ccccc2)C1=O)Nc1ccc(O)cc1	-15%	-51%	?	-32	0%	5%	5%
18	Cn1ncc(-c2ccno2)c1C(=O)O	9%	-18%	?	-29	-9%	8%	6%
19	CS(=O)(=O)N(CC(=O)N1CCN(C(c2ccccc2)c2ccccc2)CC1)C1CCCCC1	-12%	83%[activator]	-5%	21	/	2%	-19%
20	COC(=O)c1c(-c2cccc(C)c2)csc1NC(=O)C1CCCO1 (stereo not drawn)	-17%	48%	-7%	?	2%	4%	-27%
21	Cc1ccc2nc(Cl)c(/C=N/NC(=O)c3ccccc3O)cc2c1	2%	-30%	-12%	-5	-4%	5%	4%
22	Cc1ccc(S(=O)(=O)Nc2cccc(N(C)S(C)(=O)=O)c2)cc1[N+](=O)[O-]	5%	-15%	4%	9	1%	1%	-2%
23	O=C(CNC(=O)c1ccc(Cl)cc1Cl)OCc1nnc(-c2ccccc2Br)o1	7%	-20%	/	-23	0%	/	18%
24	S=c1nc(-c2ccccc2)[nH]c2ccccc12	2%	-15%[11.4 µM]	?	-15	-13%	2%	78%[activator]
25	N#CCCN1CCN(S(=O)(=O)c2ccc(S(=O)(=O)NCC3CCCO3)cc2)CC1 (stereo not drawn)	8%	-9%	?	7	2%	4%	-5%
26	Cc1ccc(NC(=O)C(NC2CCCc3ccccc32)c2ccccc2)cc1Cl (stereo not drawn)	2%	-20%	?	-17	-3%	-5%	-22%
27	Cc1ccc(C(=O)Nc2nnc(C)s2)cc1	0%	-12%	-14%	164	-1%	-4%	10%
28	CC1CCCC(NC(=O)c2cccc(N3CCCC3=O)c2)C1C (stereo not drawn)	-13%	-5%	-6%	-38	1%	2%	0%
29	COc1ccc(NS(=O)(=O)c2cc3c4c(c2)CCN4C(=O)CC3)cc1OC	13%	-15%	-14%	/	0%	/	14%
30	CCOP(=O)(OCC)C(NC(=O)Nc1ccc(Cl)cc1)c1ccccc1 (stereo not drawn)	2%	6%	-4%	-35	9%	7%	4%[11.6 µM]

# 2 entries drawn at random from the list so far:
cpd	Molecule	HCV inhibitor	AmpC no deterg	AmpC detergent	HCMV antiviral	Tb PYK inh	LmPK inh	AMA1-RON2 inh
21	Cc1ccc2nc(Cl)c(/C=N/NC(=O)c3ccccc3O)cc2c1	2%	-30%	-12%	-5	-4%	5%	4%
24	S=c1nc(-c2ccccc2)[nH]c2ccccc12	2%	-15%[11.4 µM]	?	-15	-13%	2%	78%[activator]

# More results:
cpd	Molecule	HCV inhibitor	AmpC no deterg	AmpC detergent	HCMV antiviral	Tb PYK inh	LmPK inh	AMA1-RON2 inh
31	Cn1c(=O)c2[nH]c(N3CCN(c4ccccn4)CC3)nc2n(C)c1=O	/	-8%	10%	/	/	-1%	/
32	CCOC(=O)C1(NC(=O)C2(N3C(=O)c4ccccc4C3=O)CCCC2)CCCC1	-4%	/	/	-13	-6%	/	-1%
33	COc1cccc(CNC(=O)C2CCN(C(=O)N3CCOc4ccc(Cl)cc43)CC2)c1OC	/	/	-6%	-1	0%	/	/
34	COc1cccc(OC)c1OCCCOc1cccc2cccnc12	-6%	56%	1%	-11	-6%	-14%	-3%
35	CCCn1c(=O)c(C(=O)Nc2cc(C)ccn2)c(O)c2ccccc21	?	1%	-14%	6	2%	15%	13%
36	Cc1ccc(S(=O)(=O)N2C[C@H]3C(=O)C[C@@H](c4ccc(Cl)cc4)N(S(=O)(=O)c4ccccc4C)[C@H]3C[C@H]2c2cccc(Cl)c2)cc1	/	/	/	-35	-7%	/	-5%
37	CCCS(=O)(=O)N1CC(=O)N(c2ccccc2C)C(C)(C(=O)NC2CCCC2)C1 (stereo not drawn)	/	/	-5%	0	2%[15.4 µM]	/	/
38	CCc1cc(C(=O)Nc2ccc(C)cc2Br)cs1	-26%	-21%	-5%	121	2%	-9%	3%
39	Cc1[nH]c2ccccc2c1C(=O)CSc1ncn[nH]1	-2%&-14%	-39%	?	-22	?	-15%	-9%
40	COc1ccc(CC(=O)N/N=C/c2ccc(Cl)s2)cc1OC	-23%	0%	3%	-2	3%	3%	13%
41	CN(Cc1ccon1)C(=O)CCc1nnc(Cc2ccc(-c3ccccc3)cc2)o1	-26%	166%[activator]	6%	16	-12%	3%	-12%
42	COc1ccc(OC)c(NC(=O)C2(C)CCN2C(=O)C(C)(C)c2ccccc2)c1 (stereo not drawn)	/	/	/	-7	-1%	/	-19%
43	O=C(CSc1nnc2nnc3ccccc3n12)N1CCOCC1	7%	-3%	-8%	-24	3%	-2%	0%
44	C=C1C[C@H](O[C@@H]2O[C@H](CO)[C@@H](O)[C@H](O)[C@H]2O)[C@@H]2[C@H](OC(=O)[C@H]2C)[C@H]2[C@H](C)[C@@H](O)C[C@@H]12	32%[activator]	-7%	/	6	-1%	/	-1%
45	O=C(NCCN1CCN(C(=O)c2ccc(F)cc2)CC1)c1ccc(F)cc1	45%[activator]	0%	?	31	0%	2%	-3%
46	CN(C)S(=O)(=O)N1CCC(Cc2ccccc2)CC1	1%	-6%	-7%	9	10%	3%	2%
47	Cc1c(C(=O)NCc2ccc3c(c2)OCO3)oc2ccc(S(=O)(=O)N3CCCCC3)cc12	?	-49%	-1%	?	-1%	1%	3%
48	O=C(Nc1ccccc1F)C(c1ccccc1)c1ccccc1	-9%	/	/	-24	-10%	/	6%
49	CN(C)/C=N/c1nc2ccc3c(c2s1)CCCC3	-18%	60%	?	62	7%	-3%	-5%
50	COc1ccc(C(=O)N/N=C/c2ccc(OC)c(COc3c(F)c(F)cc(F)c3F)c2)cc1	2.2µM*	-58%	4%	-13	-10%	-3%	-16%
51	COC(=O)c1sccc1NC(=O)COc1ccc(Cl)cc1	21%	-19%	?	-39	1%	-5%	8%
52	O=c1onc(-c2cccnc2)n1-c1ccccc1F	-2%	-10%	-12%	29	6%	-2%	1%
53	COc1cc(C(N)=O)cc(Cl)c1OC	-9%	-10%	8%	-6	-1%	4%	4%
54	O=[N+]([O-])c1ccc(N2CCCCC2)c(-c2nn[nH]n2)c1	22%	-9%	-1%	20	-4%	2%	1%
55	CCC(=O)OCCn1c(=O)c2ccccc2c2ccccc2c1=O	6%	3%	?	46	1%	5%	-1%
56	CCOc1ccc(NC(=O)CCc2nnc3ccc(N4CCC(C)CC4)nn23)cc1	-9%	174%[activator]	0%	?	5%	3%	1%
57	COc1cccc(N2C(=O)CC(N3CCN(c4ccc([N+](=O)[O-])cc4)CC3)C2=O)c1 (stereo not drawn)	-11%	29%	?	8	6%	1%	-2%
58	C/C(=N\NC(=S)Nc1cc(S(=O)(=O)N2CCOCC2)ccc1Cl)c1ccccc1F	?	-45%	-8%	-92*	-21%	-2%	6%
59	COc1ccc(/C=N/Nc2ccc(C(=O)O)cc2)cc1Br	15%	-43%	4%	-35	-19%	-2%	-12%
60	COc1ccc(/C=C/c2ccc3cccc(O)c3n2)c(OC)c1OC	-57%	29%	1%	-94*	1%	1%	80%[activator]
61	CCCCNC(=S)N(C)/N=C/c1ccc(OCC(=O)Nc2ccc(OC)cc2)c(OC)c1	?	6%	-4%	9	3%	1%	4%
62	CC(=O)c1c(C)[nH]c(C(=O)N2CCN(c3ccc(F)cc3)CC2)c1C	-13%	7%	-11%	-71*	-6%	1%	15%
63	Cc1sc(NC(=O)Cn2cnnn2)nc1-c1ccc(Cl)cc1	-1%	-8%	3%	?	3%	-3%	-2%
64	Cc1onc(-c2ccccc2)c1NC(=O)N(CCC#N)Cc1cccs1	7%	-9%	5%	-36	2%	-6%	0%
65	CCN(Cc1ccccc1)S(=O)(=O)c1ccc2c(c1)CC(C)N2C(=O)C1CCC1 (stereo not drawn)	/	/	1%	-35	-5%	/	/

# Single entries from the results shown.
# For Tb PYK inh, entry 33 has 0%
# For AMA1-RON2 inh, entry 21 has 4%

# Compound activity: PubChem, National Center for Advancing Translational Sciences (NCATS)
